TAG inh: reduces triacylglycerol accumulation in H9c2 cells. Nile Red lipid (TAG) fluorescence; cells loaded with 200 µM oleic acid. 0.66% of 230,000 active. inhibition, % at 12.5 µM;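 active = pattern-corrected inhibition of lipid staining of at least 50% with the nuclear-stain viability signal not falling by more than 50%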;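 also: 0% = DMSO wells and 100% = triacsin C control wells; some results filed as inactive read as strong as hits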
TAG inh DAPI viability: recorded beside TAG inh, whose call it bears; DAPI nuclei signal change (viability), lower = more cytotoxic, %;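 whole-well DAPI fluorescence read on a plate reader as a viability signal; minus 50 percent equals half of cells still viable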
Numbers without * were called inactive. An excerpt; rates above refer to the full screens.

| Molecule | TAG inh | TAG inh DAPI viability |
| --- | --- | --- |
| N#CCCCCn1c(-c2cncs2)nc2ccccc21 | -10 | 0 |
| Cc1ccccc1NC(=O)NCc1ccccn1 | 1 | -1 |
| CCn1nc(C(=O)NNC(=O)C(Cc2ccccc2)NC(N)=O)c2ccccc2c1=O (configuration not stated) | 6 | 2 |
| COc1ccc(NC(=O)COC(=O)c2ccc(S(=O)(=O)N3CCCCC3)cc2)c(OC)c1 | -9 | 7 |
| CCOC(=O)C1CCN(C2CCN(C(=O)c3oc4c(C)c(C)ccc4c3C)CC2)CC1 | -17 | 6 |
| O=C(C[C@H]1C/C=C\C[C@@H](Cc2ccc(F)cc2)C(=O)O[C@H](c2ccccc2)CNC1=O)N[C@@H](CO)Cc1ccccc1 | 5 | -10 |
| NCCNC(=O)Cc1cccc(NC(=O)Cc2ccc(Nc3ncnc4c3ncn4[C@@H]3O[C@H](CO)[C@@H](O)[C@H]3O)cc2)c1 | 0 | 3 |
| CCOc1ccc(NC(=O)CN(C)C(=O)CC2CCCCC2)cc1OCC | -40 | -2 |
| O=C(c1cccc(C(F)(F)F)c1)C1CCCN(C(=O)CN2CCOC2=O)C1 (configuration not stated) | 18 | -13 |
| COc1ccc(/C=N/OCC(=O)NC(c2ccccc2)c2ccccc2)cc1OC | -7 | -1 |
| Fc1ccccc1CSc1ncnc2c1ncn2C1CCCO1 (configuration not stated) | -5 | 3 |
| O=C1CN(C(=O)COc2ccccc2Cl)c2ccccc2N1 | -2 | -5 |
| CC(C(=O)Nc1nccs1)N1C(=O)c2ccccc2S1(=O)=O (configuration not stated) | -1 | -7 |
| COc1ccc(CC(=O)c2ccc(O)cc2O)cc1OC | -2 | 9 |
| COc1ccc(C(=O)Nc2ccccc2C(=O)N/N=C/c2cccc3ccccc23)cc1 | 35 | -13 |

Further structures follow:
| Molecule | TAG inh | TAG inh DAPI viability |
| --- | --- | --- |
| COc1ccc(C(=O)Nc2c(-c3cccs3)c(=O)c3ccccc3n2C)cc1 | 1 | -2 |
| Cc1cc(C)c(S(C)(=O)=O)c(N(C)N)n1 | 3 | 3 |
| N#C/C(=C\c1ccc(OCC(N)=O)cc1)S(=O)(=O)c1ccccc1 | 3 | 4 |
| CCOC(=O)C1=NN(C(=O)c2ccc(OC)cc2)C(O)(c2ccc(Cl)cc2)C1 (configuration not stated) | -7 | -1 |
| Cc1cc(=O)oc2cc(NC(=O)CC3(CC(=O)O)CCCC3)ccc12 | 6 | 6 |
| O=C(CC(Nc1ccc(Cl)cc1)C(=O)O)c1ccccc1 (configuration not stated) | -34 | -3 |
| CCCCCCSc1nnc2[nH]c(=O)cc(N)n12 | 10 | -5 |
| Cc1ccc(NC(=O)C[n+]2cc(-c3ccc(C)cc3)n3c2CCC3)cc1 | -2 | 8 |
| Cn1c(=O)oc2cc(S(=O)(=O)N3CCN(c4ccc(F)cc4)CC3)ccc21 | -16 | 4 |
| Cc1ccc(-n2c(=O)c3sccc3n(CC(=O)NCc3ccco3)c2=O)cc1F | -22 | 6 |
| O=c1cc[nH]c2ccc(OC(F)(F)F)cc12 | 13 | -8 |
| O=C(Nc1ccc(S(=O)(=O)N2CCOCC2)cc1)c1ccc2c(c1)OCO2 | 10 | -6 |
| CN(Cc1ccccc1)C(=O)c1cccc(NC(=O)Cc2ccc(NC(=O)C3CCCN(C(=O)CCc4ccccc4)C3)cc2)c1 (configuration not stated) | -13 | 0 |
| Cc1cccc(NC(=O)NCc2ccc3c(c2)OCO3)c1 | -37 | 3 |
| O=S(=O)(c1ccccc1)N1CC=C(c2ccccc2)CC1 | -7 | 4 |

Continuation.
| Molecule | TAG inh | TAG inh DAPI viability |
| --- | --- | --- |
| O=C(COc1cccc2ccccc12)N/N=C/c1ccccc1OCc1ccc(C(=O)O)cc1 | 15 | -3 |
| CC(=O)Nc1ccc(S(=O)(=O)Nc2ccc(F)c([N+](=O)[O-])c2)cc1 | 2 | -1 |
| CCn1c(SCC(=O)Nc2ccc(C(C)=O)cc2)nc2nc3c(cc2c1=O)COC(C)(C)C3 | 20 | -11 |
| Cc1ccc(C)c(OCC(=O)NNC(=O)CCN2CCN(c3ccccc3)CC2)c1 | -9 | 11 |
| Cc1cc(N2CC(C)OC(C)C2)nc(C(C)C)n1 (configuration not stated) | -10 | -3 |
| ClC1=C(Cl)C(Cl)=C(Cl)C1=C/C=C/c1ccccc1 | 127 | -80 |
| O=C(c1ccccc1)c1nn(-c2cccc(Cl)c2)ccc1=O | 2 | 3 |
| CC(=O)c1c(C)[nH]c(C(=O)OCC(=O)Nc2c(C)cccc2C)c1C | -6 | 0 |
| CCC1(c2ccccc2)NC(=O)N(CC(=O)Nc2ccccc2C(=O)NC2CCCC2)C1=O (configuration not stated) | 13 | -3 |
| COC(=O)c1ccc(NC(=O)c2cc3sccc3n2C)cc1 | 8 | -6 |
| CC(OC(=O)Cn1cnc2c1c(=O)n(C)c(=O)n2C)C(=O)Nc1ccc(Cl)cc1 (configuration not stated) | -14 | 1 |
| CCN1C(=O)C2(Nc3ccccc3-c3nc4ccccc4n32)c2cc(OC)ccc21 (configuration not stated) | -2 | -1 |
| O=C(O)Cc1c(-c2ccccc2Cl)c2cc(Br)ccc2[nH]c1=O | -6 | 7 |
| COc1cccc(NC(=O)CN(C)C(=O)c2ccc(NC(=O)CC3SC(N4CCCCC4)=NC3=O)cc2)c1 (configuration not stated) | 0 | -8 |
| CCCCc1nnc(NC(=O)CN2C(=O)C3CCCCC3C2=O)s1 (configuration not stated) | 9 | -6 |

The listing continues.
| Molecule | TAG inh | TAG inh DAPI viability |
| --- | --- | --- |
| CC(=O)Nc1ccc(Nc2nnc(-c3ccc(C)c(S(=O)(=O)NCC4CCCO4)c3)c3ccccc23)cc1 (configuration not stated) | 5 | -4 |
| COc1ccc(C=O)cc1Oc1nc(Cl)ncc1F | -3 | 15 |
| NNC(=O)CC1=NNC(=O)C1 | 5 | 3 |
| COc1ccccc1NC(=O)N1CCCC(C(=O)Nc2cccc(C)c2C)C1 (configuration not stated) | 42 | -20 |
| CCC(=O)N1CCC1(C)C(=O)Nc1cc(-c2ccccc2)nn1C (configuration not stated) | 4 | 19 |
| CC1CN(C(=O)c2cccc(S(=O)(=O)Nc3ccc(Cl)cc3)c2)CC(C)O1 (configuration not stated) | -8 | 11 |
| O=C(CCl)Nc1cccc(S(=O)(=O)NC2=NCCC2)c1 | 42 | -25 |
| CC1CN(C(=O)c2ccccc2Sc2ccccc2C#N)CC(C)O1 (configuration not stated) | -14 | -9 |
| COc1cccc(C(=O)Nc2cccc(NC(=O)c3cccs3)c2)c1 | 34 | -3 |
| CCCCn1c(N)c(N(CCOC)C(=O)CC(NC(=O)c2ccccc2)c2ccccc2)c(=O)[nH]c1=O (configuration not stated) | 1 | -5 |
| CNC(=O)NC(=O)CSc1ccc(S(=O)(=O)N(C)C2CCCCC2)cn1 | -7 | 4 |
| CC(Oc1cccc(Cl)c1)C(=O)Nc1ccc(S(=O)(=O)Nc2ncccn2)cc1 (configuration not stated) | -11 | -2 |
| O=C(NCCC1=CCCCC1)c1c(O)nc2sccn2c1=O | 7 | -3 |
| COc1ccc(C(c2c(C)n(C)n(-c3ccccc3)c2=O)c2c(C)n(C)n(-c3ccccc3)c2=O)c(OC)c1OC | -2 | -1 |
| COc1cccc(CNc2nn[nH]n2)c1OC | 16 | 0 |

Next section:
| Molecule | TAG inh | TAG inh DAPI viability |
| --- | --- | --- |
| COc1ccc(S(=O)(=O)N2CCC(C(=O)N3CCC(C(N)=O)CC3)CC2)cc1Cl | -7 | 3 |
| CCC(=O)Nc1ccc(C(=O)Nc2c[nH]c(=O)[nH]c2=O)cc1 | 9 | -20 |
| O=C(CCNC(=O)c1ccco1)Nc1ccccc1N1CCOCC1 | -2 | -3 |
| CCOC(=S)SCc1cn2ccccc2n1 | -7 | 5 |
| CC(C)c1ccc(NC(=S)NNC(=O)c2cccnc2)cc1 | 5 | 4 |
| CNc1cc([N+](=O)[O-])ccc1N/C=C/C(=O)c1cccs1 | 4 | -7 |
| O=S(=O)(Cc1ccc(Cl)cc1)NCc1ccc2c(c1)OCO2 | -9 | 1 |
| COc1ccccc1-c1cnc(C(O)c2ccc(C)cc2C)[nH]1 (configuration not stated) | 0 | 5 |
| CCn1ncc(S(=O)(=O)Nc2cccnc2)c1C | 2 | 1 |
| CCCCc1c(O)nc(SCC(=O)N2CCCCC2)n(-c2ccccc2C)c1=O | 22 | -27 |
| COC(=O)c1cccc(NC(=O)Cc2ccc(OC)cc2)c1C | -7 | -8 |
| COCCc1ccc(OC2(C)CCN(Cc3cccn3-c3nccs3)C2)cc1 (configuration not stated) | 9 | 9 |
| Cn1cc([N+](=O)[O-])c(C(=O)NC2CCCCCCC2)n1 | -2 | 5 |
| O=C(Nc1nnc(C2CC2)s1)C1COc2ccccc2O1 (configuration not stated) | 3 | 0 |
| Cc1ccc(C)c(NC(=O)CSc2nc3c(c(=O)n2C)SC(C)C3)c1 (configuration not stated) | -2 | -9 |

Following part:
| Molecule | TAG inh | TAG inh DAPI viability |
| --- | --- | --- |
| Nc1c(C(=O)CSc2n[nH]c(-c3ccccc3)n2)c(=O)[nH]c(=O)n1C1CC1 | 1 | 5 |
| O=C(Nc1nccs1)c1cccc(S(=O)(=O)N2CCOCC2)c1 | 14 | -2 |
| CC(NC(=O)c1ccc(C(=O)c2ccccc2)cc1)c1ccc(S(N)(=O)=O)cc1 (configuration not stated) | 14 | -4 |
| O=C(C=C(O)c1ccc(Cl)cc1)C(=O)NNC(=O)C(O)(c1ccccc1)c1ccccc1 | 1 | -3 |
| Cc1cc(Br)c(OCC(=O)NN)c2c1CCC2 | -5 | 2 |
| COC(=O)c1ccc(C2OCC(C)(C)CO2)cc1 | -8 | 19 |
| COc1ccc(C(=O)/C=C2\C(=O)Nc3ccc(Br)cc32)cc1 | -2 | -14 |
| COc1ccc(CCNC(=O)c2ccccc2N(C)S(=O)(=O)c2ccccc2)cc1 | -3 | 2 |
| Nc1nc(COC(=O)CCC(=O)c2ccc(Cl)cc2)nc(Nc2ccccc2)n1 | -3 | 4 |
| Nc1c(C(=O)NCCc2ccccc2)nnn1Cc1ccc(Cl)cc1 | -31 | 14 |
| COc1ccc(C)cc1NC(=O)Nc1ccccc1SC | 4 | -7 |
| COC(C(=O)NNC(=O)CCc1ccccc1)c1ccccc1 (configuration not stated) | -10 | -7 |
| Cc1ccc(N(C)C(=O)c2cc(S(=O)(=O)N3CCc4ccccc43)cn2C)cc1 | -15 | 1 |
| Cc1cc(C(=O)NC2CCCN(Cc3ccc(Cl)cc3)C2)no1 (configuration not stated) | 10 | 0 |
| O=C1CC(c2ccc3c(c2)OCO3)c2cc3c(cc2N1)OCCO3 (configuration not stated) | -6 | 10 |

More structures follow.
| Molecule | TAG inh | TAG inh DAPI viability |
| --- | --- | --- |
| CCOc1ccc(NC(=O)CN(C)C(=O)c2ccc(COc3ccccc3)o2)cc1OCC | -4 | 7 |
| CCOC(=O)c1cc2c(=O)n3ccccc3nc2n(CCCOC)c1=NC(C)=O | -11 | 29 |
| Cc1ccccc1SCC(=O)OCC(=O)N(C)c1c(N)n(Cc2ccccc2)c(=O)[nH]c1=O | -16 | 1 |
| COc1ccccc1Nc1nc(C)cc(C)n1 | 0 | -5 |
| CC1CCN(C(=O)COC(=O)c2ccccc2C(=O)c2ccccc2)CC1 | 1 | 0 |
| C[C@H]1CN([C@@H](C)CO)S(=O)(=O)c2ccc(Br)cc2O[C@H]1CN(C)C(=O)CCN1CCCCC1 | 5 | -5 |
| CCOc1ccc(C(=O)N(C)C2CCS(=O)(=O)C2)cc1 (configuration not stated) | 0 | 2 |
| O=C(CC1SCCNC1=O)Nc1ccc(Cl)cc1 (configuration not stated) | 9 | 3 |
| O=C(Nc1cccc(S(=O)(=O)N2CCCCC2)c1)c1ccco1 | -16 | 1 |
| Cc1nn(CC(=O)N2CCOCC2)c(=O)c2ccccc12 | 5 | -14 |
| O=C(c1ccc(-n2cccn2)cc1)N1CCc2c([nH]c3ccccc23)C1c1ccccn1 (configuration not stated) | 6 | -1 |
| CC1CN(S(=O)(=O)c2cccc(C(=O)Nc3ccc(S(=O)(=O)NC4=NCCCCC4)cc3)c2)CC(C)O1 (configuration not stated) | 8 | -6 |
| CC(=O)C[C@H](O)CC(=O)[C@@H]1OC(=O)[C@H](C)C/C=C\Cc2ccccc21 | -11 | 0 |
| NS(=O)(=O)c1ccc(N/N=C/c2cn(-c3ccccc3)nc2-c2ccccc2)c([N+](=O)[O-])c1 | 129 | -81 |
| CCOc1ccc(-n2cc(C(=O)Nc3cccc(C)n3)c3cc(OC)c(OC)cc3c2=O)cc1 | 25 | -15 |

Further records follow:
| Molecule | TAG inh | TAG inh DAPI viability |
| --- | --- | --- |
| C=CCNc1nnc(SCC(=O)N2CCC(C(N)=O)CC2)s1 | -9 | 6 |
| CCCSC1=C(C#N)C(c2ccc(OC)cc2)C2=C(CC(C)(C)CC2=O)N1 (configuration not stated) | -5 | 0 |
| CC(=O)Nc1ccc(C(=O)NCC(=O)OCc2ccccc2F)cc1 | 14 | -1 |
| CC1(C)CC(=O)C=C(c2ccc(-c3cnn(Cc4ccccc4)c3)cc2)C1=O | 17 | -4 |
